# Bioassay records: PubChem BioAssay, National Center for Advancing Translational Sciences (NCATS)
# GAA inh: blocks human lysosomal alpha-glucosidase. purified human GAA, 4-MU-alpha-glucoside fluorescence. Potency, µM (highest dose often 76.9 µM), inactives show at the top dose activity change, negative = inhibition, most hits filed as inhibitors. actives 0.005% (n = 200,000). AID 1466;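 also: plate controls were uninhibited enzyme wells for no effect and no-enzyme background for full effect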
#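 Human alpha-glucosidase, 4 nM, pre-mixed with test compounds before 400 uM 4-methylumbelliferyl substrate; 20 min room temperature at pH 5.0. Fluorescence read after pH 10 stop; AC50 values from Hill-equation fits.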
# NPSR antagonist: blocks cAMP signaling of the human neuropeptide S receptor | CHO-NPSR cells, cAMP TR-FRET, antagonist mode | Potency, µM (titrated, usually from 38.3 µM), for inactives: top-dose activity change, negative = inhibition, usual class: inhibitors | actives 1% (n = 220,000) | AID 1461; also: % is scaled to controls: 0 for no effect and ±100 for the full control effect; nearly all actives have a fitted effect of over 50% in size; many of its hits are not listed in these tables
# Target sequence (Q6W5P4 whole entry, looked up): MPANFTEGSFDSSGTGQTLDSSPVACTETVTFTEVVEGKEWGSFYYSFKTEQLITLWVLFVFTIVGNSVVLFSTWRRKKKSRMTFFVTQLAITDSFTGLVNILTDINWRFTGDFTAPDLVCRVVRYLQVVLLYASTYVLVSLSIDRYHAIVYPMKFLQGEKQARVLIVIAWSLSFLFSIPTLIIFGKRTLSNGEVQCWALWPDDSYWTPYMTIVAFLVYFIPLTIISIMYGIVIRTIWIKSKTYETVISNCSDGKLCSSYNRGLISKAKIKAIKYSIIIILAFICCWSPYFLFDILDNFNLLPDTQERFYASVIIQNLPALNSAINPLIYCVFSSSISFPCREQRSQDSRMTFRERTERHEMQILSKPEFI
# GLA spleen mod: inhibitors or activators of human alpha-galactosidase in spleen homogenate; P06280; human spleen homogenate, 4MU-alpha-Gal fluorescence, 40 min; Potency, µM (doses to about 80 µM), for the others: at the highest dose activity change, negative = inhibition, actives largely listed as inhibitors; AID 2107; actives 0.008% (n = 240,000);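 also: 0% = enzyme with vehicle and -100% = no enzyme basal signal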
#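 Fluorogenic readout (Ex 365/Em 440 nm) of 4-methylumbelliferone released from 1 mM 4-MU-alpha-galactoside by spleen homogenate, 40 min at 37C, pH 5.0. Data normalized to no-enzyme and enzyme controls; Hill-equation AC50 from compound titrations.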
# Epigenetic reg: regulators of epigenetic silencing causing reporter derepression in mouse cells; Potency, µM (series often up to 53.9 µM), for the others: top-dose GFP activation, hits mostly activators; AID 1865; murine LDR cells, GFP reporter derepression, 30 h; actives 0.2% (n = 280,000); also: % of control where 0% means no effect; nearly all actives have a fitted effect of over 60% in size
#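 Murine LDR cells carrying a silenced, genomically integrated CMV-driven GFP reporter were exposed to compound for 30 hours at 37 C. After PBS washes, GFP-positive cells (20–120 um objects) were counted by laser-scanning microplate cytometry.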
# ALDH1A1 inh: ALDH1A1 (human) enzyme inhibition. P00352. Purified ALDH1A1, NADH fluorescence, propionaldehyde substrate. Potency, µM (top dose mostly 75.3 µM), for inactives: at the highest dose activity, negative = inhibition, actives largely listed as inhibitors. actives 7.3% (n = 220,000); active = well fitted inhibition curve with a large enough effect, not every such curve was filed as active; inconclusive = small, poorly fitted or top-dose-only effect, or another doubt; inactive = no such curve, though single readings can be large or run the other way;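 also: plate controls were no enzyme wells and a reference inhibitor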
# Target sequence (P00352 whole entry, looked up): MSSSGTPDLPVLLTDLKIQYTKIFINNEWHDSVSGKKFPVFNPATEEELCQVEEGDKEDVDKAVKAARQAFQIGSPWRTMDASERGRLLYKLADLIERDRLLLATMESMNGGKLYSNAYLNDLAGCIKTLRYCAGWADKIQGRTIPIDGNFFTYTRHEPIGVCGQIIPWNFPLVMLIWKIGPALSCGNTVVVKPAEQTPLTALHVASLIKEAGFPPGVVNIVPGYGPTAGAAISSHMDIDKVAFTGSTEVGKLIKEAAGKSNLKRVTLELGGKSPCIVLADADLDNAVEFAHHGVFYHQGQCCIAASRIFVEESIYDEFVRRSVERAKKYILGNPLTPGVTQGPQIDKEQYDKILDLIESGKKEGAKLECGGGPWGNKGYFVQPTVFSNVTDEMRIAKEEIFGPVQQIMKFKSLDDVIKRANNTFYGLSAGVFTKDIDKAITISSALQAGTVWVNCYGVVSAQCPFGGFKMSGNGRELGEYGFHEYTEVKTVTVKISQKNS
# GAA glycogen mod: inhibitors or activators of human alpha-glucosidase glycogen cleavage | AID 2100 | Potency, µM (highest dose often 76.4 µM), for the others: top-dose activity change, negative = inhibition, usual class: inhibitors | actives 0.38% (n = 300,000) | recombinant GAA, glycogen substrate, Amplex Red glucose oxidase fluorescence | P10253;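 also: 0% = full enzyme reaction and -100% = no-enzyme basal signal; the screen sought inhibitors and activators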
#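 qHTS, 1536-well; enzyme 4 nM final; cpd up to 77 uM; substrate bovine liver glycogen 30 ug; 50 mM citrate/phosphate pH 5.0, 0.01% Tween-20; 37 C, 40 min; Amplex Red detection 45 min RT; Hill fit → AC50.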
# Tau fluor cs: counter-screen for tau fibril formation inhibitors | actives 0.93% (n = 280,000) | tau K18 P301L Alexa594 fluorescence, heparin fibrillization | Potency, µM (titrated, usually from 57.7 µM), for inactives: at the highest dose activity change, negative = decrease | AID 1463; also: % is scaled to controls: 0 for no effect and ±100 for the full control effect; nearly all actives have a fitted effect of over 55% in size
#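 Human tau K18 P301L (15 uM unlabeled, 0.24 uM Alexa 594-labeled) in 100 mM sodium acetate pH 7 with 20 uM heparin, 6 hr at 37 C. ThT 30 uM added, 1 hr ambient; Alexa 594 FP and total fluorescence read at 555/632 nm.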
# aGlu spleen mod: inhibitors or activators of human alpha-glucosidase in spleen homogenate | P10253 | human spleen homogenate, 4-MU-alpha-glucoside fluorescence | Potency, µM (highest dose often 79.9 µM), for inactives: at the highest dose activity change, negative = inhibition, most hits filed as inhibitors | actives 0.006% (n = 240,000);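 also: 0% = enzyme with vehicle and -100% = no enzyme basal signal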
#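 Compounds were titrated against alpha-glucosidase in spleen homogenate at pH 5.0, with 1 mM 4-methylumbelliferyl substrate for 40 min at 37 C. Reactions were quenched with pH 10 NaOH/glycine and fluorescence measured.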
# Numbers without * were called inactive; ? = inconclusive; · = no result given; & = joins results of further samples; [ ] = another dose, or the depositor's remark. Unless noted, calls follow the shape of the dose curve; as a rule, active = well fitted curve in the direction sought with a large enough effect; inconclusive = small, poorly fitted or top-dose-only effect, or another doubt; inactive = no such curve, though single readings can be large; an effect the other way counts as inactive or inconclusive. Potency is read from the fitted curve at half-maximal effect.
1: Cc1ccc2cc(CN(Cc3ccco3)S(=O)(=O)c3c(C)ccc4nsnc34)c(=O)[nH]c2c1
2: COc1cc(CCN2C(=O)c3cccc4cccc(c34)C2=O)c(S(=O)(=O)NCCO)cc1OC
3: CC(C(N)=O)N1C(=O)C2C3C=CC(C3)C2C1=O (stereo unspecified)
4: CCOc1ccc(NC(=O)c2oc3ccccc3c2NC(=O)CC)cc1
5: COc1cc2c(N3CCOCC3)cc(O)c(CC(=O)Nc3ccccc3)c2cc1OC
6: COC(=O)/C(=C\c1ccc2c(c1)c1ccccc1n2C)NC(=O)c1ccccc1
7: Clc1ccccc1/C=C/C=N/Nc1nc(N2CCOCC2)nc(N2CCOCC2)n1
8: O=C(Nc1ccccc1)C1CCN(C(=O)c2ccc([N+](=O)[O-])cc2)CC1
9: COc1ccc(C2CC(=O)Oc3c(C(CCN4CCN(c5ccccc5)CC4)c4ccc(N(C)C)cc4)c(OC)cc(OC)c32)cc1 (stereo unspecified)
10: CC(C)c1nc2n[nH]c(N)c2c2c1CCC2
Assay by compound | 1 | 2 | 3 | 4 | 5 | 6 | 7 | 8 | 9 | 10
GAA inh | -16.2% | -4.6% | 0.1% | -2.3% | 11.3% | -13.6% | -10.2% | -5.5% | · | 2.3%
NPSR antagonist | -17.0%[46.1 µM] | -29.1%[46.1 µM] | -1.7%[46.1 µM] | -27.0%[46.1 µM] | -21.9%[46.1 µM] | -14.9% | -40.5% | -1.4% | 9.5% | 0.4%[46.1 µM]
GLA spleen mod | -6.5% | -7.7% | -4.0% | 1.0% | 12.9% | 8.7% | -7.8% | 9.3% | 9.8%&4.2% | 2.6%
Epigenetic reg | 1.0% | 0.0% | 0.0% | -1.1% | 0.1% | 0.0% | -0.5% | -0.9%[10.1 µM] | -1.7% | 1.0%
ALDH1A1 inh | ? | -19.6% | 0.3% | ? | ? | ? | -9.5% | 5.1% | · | 0.9%
GAA glycogen mod | 4.7% | 9.1% | 0.3% | 1.8% | ? | 2.1% | -8.5% | -2.8% | -1.5% | ?
Tau fluor cs | -24.1% | -15.3% | 6.5% | -6.7% | -23.6% | -25.1% | -11.7% | 2.9% | -29.6% | -5.0%
aGlu spleen mod | -7.1% | -11.0% | -5.9% | -8.6% | 0.3% | -17.8% | · | 0.3% | 11.7%&5.8% | -1.3%

# Next section; it opens with the 2 that closed the last part.
9: COc1ccc(C2CC(=O)Oc3c(C(CCN4CCN(c5ccccc5)CC4)c4ccc(N(C)C)cc4)c(OC)cc(OC)c32)cc1 (stereo unspecified)
10: CC(C)c1nc2n[nH]c(N)c2c2c1CCC2
11: c1ccc(Oc2ccc(-n3cnnn3)cc2)cc1
12: CCOc1cc(/C=N/n2cnnc2)ccc1OS(=O)(=O)c1ccccc1
13: Cc1ccc2c3c([nH]c2c1)C(=O)CC(C)(C)S3
14: COc1cccc(-c2nc(-c3ccc(NC(=O)c4cccs4)cc3)no2)c1
15: O=C(COC(=O)c1ccccc1Cl)NCCC1=CCCCC1
16: Cc1cccc(NC(=O)C2(c3ccc([N+](=O)[O-])cc3)CCCC2)c1
17: CC(C)n1c(O)c(N=Nc2ccc(Cl)c(C(=O)O)c2)c2ccccc21
18: CCOc1ccccc1N(CC(=O)Nc1ccccc1C(=O)O)S(C)(=O)=O
19: COc1ccccc1N1CCN(C2CCN(C(=O)c3ccc(F)cc3)CC2)CC1
20: COc1cc(/C(C)=N\NC(=O)CSc2nc3ccccc3n2C)ccc1O
Assay by compound | 9 | 10 | 11 | 12 | 13 | 14 | 15 | 16 | 17 | 18 | 19 | 20
GAA inh | · | 2.3% | -5.1% | 11.4% | 13.9% | -2.9% | -0.3% | 11.9% | · | 5.7% | -10.3% | ·
NPSR antagonist | 9.5% | 0.4%[46.1 µM] | -9.1%[46.1 µM] | -8.4% | -17.8% | -25.8%[46.1 µM] | -4.7% | ? | -17.9% | -9.3%[46.1 µM] | 8.2% | -13.0%
GLA spleen mod | 9.8%&4.2% | 2.6% | 5.1% | 1.2% | 3.5% | -5.9% | 5.7% | -4.7% | 6.6% | -11.2% | 3.6% | -5.9%
Epigenetic reg | -1.7% | 1.0% | 0.0% | -0.9%[10.1 µM] | 0.2% | 2.0% | 0.0% | -2.3% | -1.1% | -1.1% | -3.0% | 4.4%
ALDH1A1 inh | · | 0.9% | -1.3% | 12.6µM* | 10.6% | ? | -7.2% | -3.7% | · | -5.1% | 10.2% | ·
GAA glycogen mod | -1.5% | ? | 5.8% | -3.1% | -11.0% | 7.9% | 11.1% | -3.3% | -3.1% | 2.4% | 4.5% | ?
Tau fluor cs | -29.6% | -5.0% | -4.9% | -6.2% | -9.8% | -25.7% | -4.1% | -29.7% | -0.2% | -4.1% | -0.6% | -11.9%
aGlu spleen mod | 11.7%&5.8% | -1.3% | 0.9% | 7.4% | 0.1% | -1.2% | 5.9% | -0.6% | -1.9% | -8.1% | 5.2% | -4.8%

21: Cc1cc(N2CCCCC2)nc(N2CCCCC2)n1
22: CCN(CC)S(=O)(=O)c1cccc(-c2n[nH]c(=S)n2CC(C)C)c1
23: CCOC(=O)C1=C(N)N2C(=O)C(C)SC2=C(C(=O)OCC)C1c1ccccc1 (stereo unspecified)
24: CCn1c(C)nc2cc(C(=O)N/N=C/c3ccc(O)c(O)c3O)ccc21
25: CC(C)(C)C1CCc2c(sc(NC(=O)CSc3ncn[nH]3)c2C#N)C1 (stereo unspecified)
26: COC(=O)C1=C(CN2CCCc3ccccc32)NC(=O)NC1c1ccc(F)cc1 (stereo unspecified)
27: COc1ccc(C(=O)OCC(=O)Nc2nc3c(F)c(F)c(F)cc3s2)cc1OC
28: CC(=O)Nc1cccc(NC(=O)C(F)(F)F)c1
29: CC(=O)OCC1=C(C(=O)O)N2C(=O)C(NC(=O)C(C)Cn3nc(C)c(Cl)c3C)C2SC1 (stereo unspecified)
30: COc1ccc(OCc2ccc(C(=O)N3CCOCC3)cc2)cc1
Assay by compound | 21 | 22 | 23 | 24 | 25 | 26 | 27 | 28 | 29 | 30
GAA inh | 4.7% | ? | -15.4% | ? | -3.1% | -9.4% | 1.0% | -4.9% | -3.8% | -0.1%
NPSR antagonist | -14.5% | -34.6% | -28.4%[46.1 µM] | -6.5% | -16.9%[46.1 µM] | -12.3%[46.1 µM] | -26.9% | 12.7% | 8.5% | -10.4%[46.1 µM]
GLA spleen mod | 3.1% | 4.0% | -1.4% | -5.6% | -8.1% | 2.7% | 0.5% | -5.3% | -4.3% | 9.1%
Epigenetic reg | 14.3% | -0.2% | 1.2% | -1.3% | -1.0% | 2.1% | ? | -1.2% | -5.8% | -0.8%
ALDH1A1 inh | 1.6% | 7.94µM* | -10.6% | 1.41µM* | 8.91µM* | ? | 12.5% | 3.0% | -4.7% | -6.1%
GAA glycogen mod | 1.9% | -10.5% | -10.3% | ? | -4.2% | -0.3% | -2.5% | 3.1% | -0.2% | -9.9%
Tau fluor cs | 3.4% | -16.8% | -16.6% | ? | ? | -12.5% | 8.1% | 7.2% | -9.1% | 0.6%
aGlu spleen mod | 5.6% | -0.2% | -0.3% | -2.8% | -5.1% | 2.2% | -7.4% | -1.5% | 4.7% | -4.1%

31: COc1ccc(C(=O)Nc2ccc(N3CCOCC3)cc2)cc1S(=O)(=O)NC1CCCC1
32: Cc1ccc(CSCCC(=O)NCCC2=CCCCC2)cc1
33: CC(/C=N/NC(=O)c1ccc(Br)cc1)=C\c1ccccc1
34: O=C(Nc1ccc(Cl)c([N+](=O)[O-])c1)Nc1nc2ccccc2s1
35: COc1ccc(-n2ncc3c(NCc4cccs4)ncnc32)cc1
36: CCN=C1SC(CC(=O)Nc2ccc(N3CCOCC3)cc2)C(=O)N1CC (stereo unspecified)
37: O=C(N/N=C1/C[C@@H](O)[C@@H](O)[C@@H]2[C@H]3C(=O)N(c4ccc(F)cc4F)C(=O)[C@@H]3CC[C@H]12)OCc1ccccc1
38: Cc1c(CNC2CCCC(C)C2C)c(C(=O)O)c(C)n1Cc1ccccc1 (stereo unspecified)
39: CCCS(=O)(=O)N1CCCC(c2nc(-c3cccc(OC)c3)no2)C1 (stereo unspecified)
40: CC(NC(=O)Cc1cccs1)c1ccc2c(c1)OCO2 (stereo unspecified)
Assay by compound | 31 | 32 | 33 | 34 | 35 | 36 | 37 | 38 | 39 | 40
GAA inh | -2.5% | -11.9% | -6.3% | · | 1.3% | 8.2% | · | -1.0% | -7.1% | 0.9%
NPSR antagonist | -4.3% | -3.3%[46.1 µM] | ? | -9.4% | ? | -8.2%[46.1 µM] | · | 5.2% | -22.0%[46.1 µM] | -15.2%[46.1 µM]
GLA spleen mod | -1.7% | 7.2% | -1.7% | 1.9% | -2.9% | 6.6% | 11.9%[17.5 µM] | -11.2% | -7.2% | -6.1%
Epigenetic reg | -1.5% | 1.0% | 2.7% | 1.1% | -4.8% | -0.9% | -1.2%[10.1 µM] | -0.9% | -1.2% | -1.1%
ALDH1A1 inh | 4.2% | ? | 5.6% | · | ? | -10.1% | ? | 1.3% | -6.9% | 2.8%
GAA glycogen mod | -5.0% | 5.0% | 6.4% | -4.7% | -4.7% | 6.2% | · | 15.7% | -11.3% | -11.1%
Tau fluor cs | -15.4% | 0.8% | -6.8% | ? | -23.7% | -10.8% | 5.5%[11.6 µM] | 7.4% | -10.7% | -4.6%
aGlu spleen mod | 1.5% | -1.4% | 0.3% | 8.4% | -5.5% | 1.2% | 1.4%[17.4 µM] | -1.7% | -4.0% | -4.3%

41: NC(=O)c1c(NC(=O)CN2C(=O)NC(Cc3ccccc3)C2=O)sc2c1CCC2 (stereo unspecified)
42: CCOc1ccc(-n2c(SCC(=O)N3CCc4ccccc43)nnc2-c2c[nH]c3ccccc23)cc1
43: CCCc1cc(=O)oc2c(C)c(OCc3nn[nH]n3)ccc12
44: CCCCNC(=O)c1cc(-c2ccc(OC)c(OC)c2)on1
Assay by compound | 41 | 42 | 43 | 44
GAA inh | · | 0.5%[15.4 µM] | · | -3.2%[15.4 µM]
NPSR antagonist | -9.0%[7.67 µM] | -1.2% | -4.4%[7.67 µM] | 4.1%[46.1 µM]
GLA spleen mod | 5.9% | -4.2% | 4.9% | 3.2%
Epigenetic reg | -0.3% | 0.1% | -1.4% | 1.7%
ALDH1A1 inh | · | ? | · | 11.4%
GAA glycogen mod | -2.6% | 4.1% | 2.7% | -9.4%
Tau fluor cs | 2.6% | -5.8% | -3.9% | -0.3%
aGlu spleen mod | -3.0% | -13.7% | 2.3% | 2.5%

# A portion of the library; the hit share may differ from the screen's.
